Rpn11 inh – Rpn11 (PSMD14) deubiquitinase inhibitors, primary screen, biochemical, fluorescence polarization, uHTS; 26S proteasome non-ATPase regulatory subunit 14 (Homo sapiens), O00487; 0.59% of 360,000 active; calls only at 20 µM; human 26S proteasome, Ub4-pepOG fluorescence polarization; 20S core pre-blocked with epoxomicin;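 active = inhibition at 20 µM, scaled to each plate's controls, above about 33%, limit read from the data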
Target sequence (O00487 whole entry, looked up): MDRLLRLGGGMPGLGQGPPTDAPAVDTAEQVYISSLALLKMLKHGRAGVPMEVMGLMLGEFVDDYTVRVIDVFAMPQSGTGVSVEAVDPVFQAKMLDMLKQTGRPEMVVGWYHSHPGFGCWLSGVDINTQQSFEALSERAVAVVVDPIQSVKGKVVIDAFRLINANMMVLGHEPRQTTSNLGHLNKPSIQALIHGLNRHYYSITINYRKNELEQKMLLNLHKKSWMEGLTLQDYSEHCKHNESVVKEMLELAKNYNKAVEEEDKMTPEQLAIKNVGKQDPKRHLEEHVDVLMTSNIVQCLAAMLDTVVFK
LMPTP block – LMPTP phosphatase inhibitors, primary screen, biochemical, fluorescence intensity, uHTS. recombinant LMPTP-A, OMFP fluorogenic substrate. 0.22% of 360,000 active. AID 651560, 2012. inhibition, % at 20 µM;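 active = compounds that cut the enzyme signal by at least half of the control window in the single-dose screen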;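 note: plate controls were DMSO wells with enzyme plus substrate for no effect and substrate without enzyme for full effect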
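Test system – LMPTP-A phosphatase enzyme · Quantity – 0.625 nM LMPTP-A final · Reagent – OMFP substrate, 400 µM final · Dosing – one test concentration per compound, 20 µM, with 3% DMSO overall · Timing – 50 min enzyme reaction at room temperature, protected from light · Detection – fluorescence intensity · Controls – substrate-only low control, DMSO enzyme-plus-substrate high control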
SUMO1-SIM PPI – modulators of SUMO1 protein-protein interactions, primary screen, biochemical, uHTS. Small ubiquitin-related modifier 1 (Homo sapiens), P63165. SUMO1 binding to a labelled peptide, TR-FRET, 1 h. inhibition, % at 20 µM. 0.33% of 360,000 active; in the data active = inhibition above about 37%
Target sequence (P63165 whole entry, looked up): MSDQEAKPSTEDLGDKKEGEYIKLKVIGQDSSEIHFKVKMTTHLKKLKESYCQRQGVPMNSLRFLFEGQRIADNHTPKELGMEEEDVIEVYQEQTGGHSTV
NadD inh – inhibitors of S. aureus NadD, primary screen, biochemical, colorimetric, uHTS. Nicotinate-nucleotide adenylyltransferase NadD (Staphylococcus aureus N315). purified NadD enzyme, colorimetric absorbance read-out. inhibition, % at 20 µM. 0.78% of 360,000 active. AID 602399, 2012; in the data active = inhibition above about 26%; note: some compounds past the cut are filed as inactive
TbMetRS inhib – T. brucei MetRS inhibitors, primary screen, biochemical, luminescence | purified T. brucei MetRS, ATP depletion, Kinase-Glo luminescence | inhibition, % at 11.9 µM | 0.4% of 360,000 active | AID 624268, 2012;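 active = inhibition above a per-plate cutoff of the control wells' mean inhibition plus 3 SD, cut at about 5.5% in these data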;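 note: 0% = DMSO wells median and 100% = median of wells with control inhibitor compound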
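Dosing: 11.9 µM single point; system: parasite MetRS enzyme; technique: luminescence of leftover ATP; times: 15 min enzyme-compound preincubation, 2 h reaction, 10 min detection, 25 °C; replicates: each compound tested once; read-out basis: percent inhibition relative to median high and low control wells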
MsrA inh – bovine MsrA enzyme inhibitors, primary screen, biochemical, absorbance, HTS. purified bovine MsrA, absorbance read-out. inhibition, % at 15.5 µM. 0.75% of 360,000 active. AID 651718, 2012; in the data active = inhibition above about 4.5%;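 note: 0% = vehicle wells with enzyme and 100% = reference inhibitor wells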
CSN deneddyl inh – inhibitors of CSN-mediated cullin deneddylation, primary screen, biochemical, fluorescence polarization, uHTS. 0.38% of 360,000 active. Purified CSN, SCF-Nedd8-OG deneddylation. COP9 signalosome complex subunit 5 (Homo sapiens), Q92905. inhibition, % at 12.5 µM;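 active = pattern-corrected inhibition above about 35%, with an unprinted fluorescence ratio check between 0.5 and 1.5, limit read from the data, passing the limit was not always enough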;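 note: 0% = enzyme with substrate and 100% = substrate without enzyme; some results filed as inactive read as strong as hits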
Target sequence (Q92905 whole entry, looked up, one chain of several): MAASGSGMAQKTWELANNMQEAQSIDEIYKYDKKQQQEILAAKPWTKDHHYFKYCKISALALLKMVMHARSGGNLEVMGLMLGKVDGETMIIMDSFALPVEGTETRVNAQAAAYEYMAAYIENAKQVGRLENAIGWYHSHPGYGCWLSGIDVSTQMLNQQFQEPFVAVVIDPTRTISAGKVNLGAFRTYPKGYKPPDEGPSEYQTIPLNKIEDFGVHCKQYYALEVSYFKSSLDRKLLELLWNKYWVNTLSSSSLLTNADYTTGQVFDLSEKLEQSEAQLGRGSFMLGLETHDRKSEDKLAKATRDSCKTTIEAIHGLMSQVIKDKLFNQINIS
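Schedule: reaction 90 min, room temperature / Assay system: HEK293T-derived human Csn5 enzyme / Input: Csn5 at 0.24 nM final / Measure: inhibition of Csn5 cleavage, % / Control set: substrate-only high control, full reaction low control / Technique: fluorescence polarization of the substrate / Buffer or medium: Tris/NaCl/DTT buffer, pH 7.5 / Reagent: SCFSkp2-Nedd8OG substrate at 10 nM final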
DNMT1 block – human DNMT1 methyltransferase inhibitors, primary screen, biochemical, molecular beacon, fluorescence, HinP1I cleavage, uHTS; inhibition (reported as % activation of signal), % at 10 µM; DNA (cytosine-5)-methyltransferase 1 (Homo sapiens), P26358; 0.83% of 360,000 active; AID 588458, 2011; in the data active = inhibition above about 50%
Scp-1 inhibitor – Scp-1 phosphatase inhibitors, primary screen, biochemical, colorimetric, uHTS; Carboxy-terminal domain RNA polymerase II polypeptide A small phosphatase 1 (Homo …; Recombinant Scp1, phosphopeptide, malachite green phosphate absorbance; inhibition, % at 20 µM; 0.88% of 340,000 active;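 active = inhibition above about 50% at 20 µM, limit read from the data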;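 note: plate controls were DMSO wells with enzyme for no effect and wells lacking enzyme for full effect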
Target sequence (Q9GZU7 76-261 limits assumed): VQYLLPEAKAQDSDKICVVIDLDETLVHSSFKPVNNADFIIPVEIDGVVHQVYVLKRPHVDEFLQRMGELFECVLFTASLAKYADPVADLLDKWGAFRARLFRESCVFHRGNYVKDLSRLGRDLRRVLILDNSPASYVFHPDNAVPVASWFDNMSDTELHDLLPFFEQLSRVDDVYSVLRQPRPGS
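Test system – truncated SCP-1 phosphatase (76-261aa) · Reagent – Phosphorylated 17-residue peptide substrate · Incubation – 45 min room-temperature reaction, 5 min colour, 30 min stabiliser · Detection – colorimetric phosphate reagent with accelerator and stabiliser, absorbance at 630 nm · Measure – % inhibition at 20 µM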
STEP block – STEP phosphatase inhibitors, primary screen, biochemical, fluorescence intensity, uHTS. 0.25% of 360,000 active. Tyrosine-protein phosphatase non-receptor type 5 (Homo sapiens), P54829. recombinant STEP, OMFP fluorogenic substrate. inhibition, % at 20 µM;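 active = inhibition at 20 µM, scaled per plate between control wells, above about 37%, limit read from the data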;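 note: 0% = DMSO with enzyme and substrate and 100% = substrate only without enzyme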
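Material: STEP (striatal-enriched tyrosine phosphatase) enzyme, cell-free | Medium: 50 mM Bis-Tris pH 6.0 with 2.5 mM DTT and 0.005% Tween 20 | Read-out: Percent inhibition scaled to no-enzyme and uninhibited-enzyme controls, plate-pattern corrected | Signal: Fluorescence read at 480 nm ex / 540 nm em | Times: 20 min reaction, room temperature, in the dark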
* = called active by the depositor; i = inactive; nt = no result given; + = active, no number.

SMILES	Rpn11 inh	LMPTP block	SUMO1-SIM PPI	NadD inh	TbMetRS inhib	MsrA inh	CSN deneddyl inh	DNMT1 block	Scp-1 inhibitor	STEP block
CC1(C(=O)NCCCN2CCOCC2)Oc2cccnc2NC1=O (configuration not stated)	i	-0.9	-4	-3	2.0	0.7	-1	5	-4	-2
Cc1ccc(C)c(NCCCCC(=O)O)c1	i	-0.9	8	1	-0.1	-2.1	-2	11	nt	4
O=C(NC(=O)N1CCN(c2ccccc2F)CC1)c1ccccc1	i	-0.4	1	-1	-1.0	-1.2	2	6	10	0
COc1ccc(NC(=O)c2cccc3ccccc23)cc1OC	i	1.0	-5	3	0.3	0.9	-6	-1	nt	0
CC(=O)N/C(=C\c1ccccc1)C(=O)OCC(=O)N(C)C1CCCCC1	i	-1.0	-1	-2	-0.7	-1.4	3	4	7	-1
O=C(N/N=C/c1ccc(O)c(O)c1)NC12CC3CC(CC(C3)C1)C2	i	1.4	-2	0	-0.7	-1.1	-4	6	1	2
CCC1(c2ccccc2)NC(=O)N(CC(=O)Nc2ccc(N3CCCC3)cc2C)C1=O (configuration not stated)	i	0.2	5	-1	-0.5	0.1	2	-4	-6	0
CCCCC1SC(N)=NC1=O (configuration not stated)	i	0.1	-1	-5	-0.2	0.9	-3	0	-5	-1
Fc1ccccc1/C=N/Nc1cc(N2CCCCC2)ncn1	i	0.4	17	-3	-1.1	2.0	2	2	4	-5
CN(c1ccc([N+](=O)[O-])cc1/C=N/NC(=O)COc1ccccc1)C1CCCCC1	i	1.2	1	14	-0.4	-1.0	3	7	-4	3
COCc1cc(CN2CCN(Cc3ccsc3)C(CCO)C2)ccc1OC (configuration not stated)	i	-0.4	13	2	0.0	1.7	-1	0	-7	-5
N#CC1=C(S)N(c2ccccc2)C(c2ccc(-c3ccccc3Cl)o2)NC1=O (configuration not stated)	i	0.3	-3	11	-0.8	1.6	2	-22	-12	1
Cc1cccc(-n2nnc3c(=O)n(Cc4ccccn4)cnc32)c1	i	-0.5	1	-4	-0.4	-0.3	7	2	2	8
O=C(CN1CCN(c2ccc(F)cc2)CC1)Nc1ccccc1Br	i	2.5	-4	-2	-0.7	1.4	-3	0	-6	0
O=C(CCCN1C(=O)c2cccc3cccc(c23)C1=O)N1CCN(c2ccccc2)CC1	i	0.5	-19	8	-0.7	1.0	-6	2	6	2
Cc1cc(C(F)(F)F)c2c(N)c(C(=O)NCc3ccc(Cl)cc3)sc2n1	nt	2.7	-10	-7	0.5	-0.1	0	nt	nt	nt
O=C(Nc1ccccc1)Nc1ccc2ncoc2c1	i	-1.3	5	-3	2.3	0.1	0	5	2	-2
CCc1ccc2nc(NC(=O)CCCc3cccs3)sc2c1	i	-0.5	1	4	-0.6	0.9	-3	-5	-2	-2
Clc1ccc(OCCCN2CCCCC2)c(Br)c1	i	-0.8	-4	-6	17*	-0.5	1	3	27	-7
CCC(C)NC(=O)CO/N=C/c1ccccc1OC(F)F (configuration not stated)	i	-0.9	-3	0	-0.2	0.4	-10	-4	-7	-4
Cc1c(S(=O)(=O)N2CCN(C(c3ccccc3)c3ccccc3)CC2)c(=O)n(C)c(=O)n1C	i	0.0	6	3	0.0	-0.6	-5	-5	5	2
CCCCC(=O)NNC(=S)NC(=O)c1ccc([N+](=O)[O-])cc1	i	13	-25	4	-0.9	0.6	4	-5	-3	-1
CCCOC(=O)CSC1=C(C#N)C(c2ccc3c(c2)OCO3)CC(=O)N1 (configuration not stated)	i	-2.5	-3	-7	-0.1	0.8	-3	6	-2	2
COc1ccc(-n2nnc3c(=O)n(CC(=O)N4CCCCC4)cnc32)cc1	i	-2.1	-1	-3	0.0	-0.6	-4	-1	-8	0
CCOC(=O)/C(C#N)=C/c1cn(CCC(=O)O)nc1-c1cccc(Cl)c1	i	-0.7	-11	0	-1.1	3.3	-2	3	2	-2
COc1ccc(-c2nc3c(C)cc(Br)cn3c2Cc2cccc(F)c2)cc1OC	i	5.4	-6	0	-1.0	2.2	4	-7	nt	2
CCN(CC(=O)Nc1c(F)cccc1F)C(=O)CCc1nc2sc3c(c2c(=O)[nH]1)CCCC3	+	20	23	7	-0.5	0.8	27	54*	65*	10
CNC(=S)N(CCO)Cc1cc2cc3c(cc2[nH]c1=O)OCO3	i	1.0	1	-3	-0.6	2.0	3	1	8	-3
Cc1ccsc1C(=O)OCC(=O)N1CCOCC1	i	0.3	1	1	-0.5	-0.9	1	-3	-1	-4
Cc1ccc(NC(=O)CN(C)C(=O)c2ccc(NC(=O)CC3SC(N4CCCC4)=NC3=O)cc2)cc1 (configuration not stated)	i	-2.2	5	4	-0.3	0.4	3	-8	-3	4
COc1ccc(CCNC(=O)Nc2nc(C(N)Cc3ccccc3)cs2)cc1OC (configuration not stated)	i	-0.6	-1	-7	-0.2	0.7	0	-5	nt	0
CC(=O)NC1(C(F)(F)F)N=C(c2ccccc2)NC1=O (configuration not stated)	i	-0.5	0	-2	-0.3	0.0	-10	-3	-5	1
Cc1ccccc1Nc1nc(N)nc(COC(=O)c2cccn2C)n1	i	-0.6	3	7	-0.4	0.2	-1	-4	-5	-1
O=C(NCc1ccco1)C(C(=O)c1ccccc1)n1ccccc1=O (configuration not stated)	i	-1.4	-1	-3	-0.8	2.1	0	1	-4	7
O=C(O)CN1C(=O)C(=O)N(Cc2ccc(Cl)cc2Cl)C1=O	i	-1.3	2	-4	-0.2	0.0	-4	0	-6	-3
O=c1oc2cc(Oc3ccc(C(F)(F)F)cc3[N+](=O)[O-])ccc2c2c1CCCC2	i	2.0	-1	-6	-0.1	-0.6	-3	-1	-2	-1
C(=C\c1ccccc1)/C=N/N1CCN(c2ccccn2)CC1	i	1.4	-10	-2	-1.4	2.5	-3	-4	0	0
OC(COCc1ccc(Cl)cc1)CN1CCc2ccccc2C1 (configuration not stated)	i	-1.8	-2	-9	0.0	-0.2	-5	-2	-4	-1
O=C(Nc1ccc2c(c1)OCCO2)C1CCCN(S(=O)(=O)Cc2ccccc2)C1 (configuration not stated)	i	0.4	-6	-5	-0.2	2.8	0	3	-11	35
CCn1nc(C(=O)OCC(=O)NCC(C)C)c2ccccc2c1=O	i	-1.3	-4	-7	-0.2	-0.3	3	3	-10	-3
Cc1cc(NC(=O)COC(=O)CCNS(=O)(=O)c2cccc(C(F)(F)F)c2)no1	i	-0.9	2	-6	-0.5	-1.0	0	2	-7	-2
COc1ccc(C(=O)Nc2cccc(/C(C)=N\NC(=O)c3ccoc3C)c2)cc1OC	i	-0.3	-5	4	-0.5	-1.3	-1	-2	-7	0
NNC(=O)Cc1cccc2ccc(Cl)cc12	i	-1.4	3	1	-0.1	-0.3	-1	3	nt	1
S=C(Nc1ccccc1)Nc1cccc(Br)c1	i	-0.6	1	-4	-0.1	2.2	6	0	-5	-3
O=c1oc(-c2cccc(C(F)(F)F)c2)nn1-c1ccc(C(F)(F)F)cn1	i	0.4	5	-1	2.5	-0.9	1	1	-14	1
O=C(NCCCN1CCOCC1)C1Cc2c(ccc3ccccc23)O1 (configuration not stated)	i	-0.5	-5	-3	-1.2	2.0	-2	2	6	1
Cc1nc([N+](=O)[O-])cn1Cc1cccc([N+](=O)[O-])c1	i	-0.7	-11	-3	0.1	2.8	-10	-1	-1	3
O=C1CC(N2CCSCC2)C(=O)N1c1cccc(Br)c1 (configuration not stated)	i	-0.6	1	-7	-0.5	2.3	-7	-1	-2	0
CCCN(CCC)C(C)C(=O)NCC1(c2ccccc2)CCCC1 (configuration not stated)	i	-0.7	-3	-4	-0.4	0.3	-1	4	-6	-3
O=C(CCC1CCCCC1)Nc1nnc(C(F)(F)F)s1	i	-1.2	1	7	-0.6	0.6	-3	4	-5	-2
CC(Sc1nncn1-c1ccccc1)C(=O)Nc1cccc([N+](=O)[O-])c1 (configuration not stated)	i	0.1	-15	-2	-0.7	-0.1	-2	6	0	-2
Cc1cc(C)c2nc(SCC(=O)N3CC(=O)Nc4ccccc43)c(C#N)cc2c1	i	2.3	-19	24	-1.4	1.1	4	-8	2	1
O=C(N/N=C/c1cccs1)c1cncc(Br)c1	i	-1.6	-7	1	-0.4	2.7	5	0	-7	0
O=C(/C=C/Nc1ccccc1F)c1ccc(Br)cc1	i	0.0	-3	3	-0.8	0.0	3	13	3	-6
Cc1ccc(N=C(NOCc2ccc(Cl)cc2Cl)c2nonc2N)c(C)c1	i	4.4	-4	7	-1.1	0.5	2	1	-10	0

Profiles from above. Order of values: Rpn11 inh, LMPTP block, SUMO1-SIM PPI, NadD inh, TbMetRS inhib, MsrA inh, CSN deneddyl inh, DNMT1 block, Scp-1 inhibitor, STEP block
Cc1cc(C)c2nc(SCC(=O)N3CC(=O)Nc4ccccc43)c(C#N)cc2c1 is entered as i, 2.3, -19, 24, -1.4, 1.1, 4, -8, 2, 1
O=C(N/N=C/c1cccs1)c1cncc(Br)c1 is entered as i, -1.6, -7, 1, -0.4, 2.7, 5, 0, -7, 0
CC(Sc1nncn1-c1ccccc1)C(=O)Nc1cccc([N+](=O)[O-])c1 (configuration not stated) is entered as i, 0.1, -15, -2, -0.7, -0.1, -2, 6, 0, -2
O=C(CCC1CCCCC1)Nc1nnc(C(F)(F)F)s1 is entered as i, -1.2, 1, 7, -0.6, 0.6, -3, 4, -5, -2
